Compound activity from PubChem BioAssay.
SMARCA2 act: increases SMARCA2 function in MMTV reporter cells; activation, % at 9.1 µM; AID 652017; MG213 cells, MMTV-luciferase reporter, dexamethasone, overnight; hit rate 1% among 370,000; in the data active means activation above about 7.8%;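 further: 0% = vehicle wells and 100% = reference activator wells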
ABHD4 inh: inhibits mouse alpha/beta hydrolase domain 4; Q8VD66; purified mABHD4, FP-Rh probe fluorescence polarization; inhibition, % at 8.92 µM; hit rate 0.54% among 370,000;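 active means inhibition exceeding the mean over every tested compound plus 3 SD, cut at about 30% in these data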;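 further: 0% = plate median of compound wells and 100% = S159A mutant with DMSO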
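System: mouse ABHD4 enzyme, wild type / Medium: HEPES pH 7.0, NaCl, Pluronic buffer / Reagent: FP-Rh activity-based fluorescent probe / Control set: S159A mutant high control, sample median low control / Detection: fluorescence polarization with parallel and perpendicular emission, 525/598 nm / Schedule: 45 min + 60 min at 25 °C / Compound dosing: 8.92 µM, single dose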
ASAP1 GAP inh: blocks human ASAP1-stimulated Arf1 GTP hydrolysis. Q9ULH1. GDP FP detection. inhibition, % at 16.5 µM. hit rate 0.19% among 360,000; in the data active means inhibition above about 25%;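 further: 0% = vehicle with enzyme and substrate and 100% = no enzyme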
Target sequence (Q9ULH1 325-724 limits assumed): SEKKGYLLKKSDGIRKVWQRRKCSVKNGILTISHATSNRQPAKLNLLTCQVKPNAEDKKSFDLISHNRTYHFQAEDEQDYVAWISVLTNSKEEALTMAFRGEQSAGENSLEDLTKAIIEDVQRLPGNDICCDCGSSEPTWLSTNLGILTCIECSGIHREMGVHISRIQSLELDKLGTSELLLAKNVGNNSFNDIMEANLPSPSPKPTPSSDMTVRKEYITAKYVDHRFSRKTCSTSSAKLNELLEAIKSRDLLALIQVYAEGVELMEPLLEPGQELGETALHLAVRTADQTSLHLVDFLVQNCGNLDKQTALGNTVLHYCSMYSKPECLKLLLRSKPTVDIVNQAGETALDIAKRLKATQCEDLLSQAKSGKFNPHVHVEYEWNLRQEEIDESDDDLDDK
rCAG RNA binder: molecules binding r(CAG) RNA repeats. r(CAG) RNA repeat, TO-PRO-1 dye displacement fluorescence. inhibition, % at 3 µM. hit rate 1.3% among 370,000. AID 651821;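 active means inhibition above the plate cutoff, the mean of all test compounds on that plate plus 3 SD, cut at about 35% in these data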;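 further: 0% = DMSO alone and 100% = 100 µM mitoxantrone as full dye displacement; higher means more dye released from RNA so lower well fluorescence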
PG9 Ab binder: binds the HIV-1 gp120 antibody PG9; hit rate 0.43% among 360,000; TR-FRET gp120-PG9 antibody binding; inhibition, % at 6.7 µM; in the data active means inhibition above about 8.5%
Rev-erbA mod: modulates human Rev-erb alpha binding to DNA. P20393. activity, % at 10 µM. Rev-erbα–FITC-DNA binding, fluorescence polarization, 90 min. hit rate 0.79% among 370,000;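 active means activity above about 14%, limit read from the data; passing the limit was not always enough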;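 further: 0% = DMSO wells with 35 nM protein and 100% = DMSO wells with 750 nM protein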
Target sequence (P20393 whole entry, looked up): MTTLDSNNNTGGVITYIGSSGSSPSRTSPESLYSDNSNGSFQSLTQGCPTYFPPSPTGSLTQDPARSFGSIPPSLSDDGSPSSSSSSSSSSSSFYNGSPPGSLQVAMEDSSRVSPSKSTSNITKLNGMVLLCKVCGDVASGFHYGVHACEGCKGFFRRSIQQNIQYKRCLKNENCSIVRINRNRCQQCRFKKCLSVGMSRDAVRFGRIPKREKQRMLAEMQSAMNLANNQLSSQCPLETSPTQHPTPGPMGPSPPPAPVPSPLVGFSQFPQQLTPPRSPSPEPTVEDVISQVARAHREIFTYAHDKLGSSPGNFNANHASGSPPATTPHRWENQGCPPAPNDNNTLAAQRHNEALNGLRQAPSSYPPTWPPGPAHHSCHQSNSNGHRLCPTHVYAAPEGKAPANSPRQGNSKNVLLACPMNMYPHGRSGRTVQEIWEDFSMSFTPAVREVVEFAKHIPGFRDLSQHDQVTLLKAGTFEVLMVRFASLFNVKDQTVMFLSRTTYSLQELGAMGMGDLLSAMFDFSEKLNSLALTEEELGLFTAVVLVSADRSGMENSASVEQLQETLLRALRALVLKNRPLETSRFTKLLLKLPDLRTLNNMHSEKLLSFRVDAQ
GC-A act: GC-A (human) enzyme activation. HEK293 GC-A cells, cGMP TR-FRET, EC30 ANP; 0% at EC30 ANP, 100% saturating ANP. activation, % at 10 µM. P16066. hit rate 0.14% among 370,000; in the data active means activation above about 40%
ARFGAP1 inh: inhibitors of rat ARFGAP1 | inhibition, % at 16.5 µM | AID 651572 | hit rate 0.26% among 360,000 | Arfgap1-stimulated ARF1 GTP hydrolysis, GDP FP detection;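 active means inhibition above a per-plate limit, mean inhibition of low control wells plus 3 SD, cut at about 25% in these data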;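 further: 0% = DMSO wells with enzyme and 100% = wells lacking Arfgap1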
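Material: rat Arfgap1 GAP domain (His6, aa 1-136), purified enzyme. Also added: human ARF1(Δ1-17)-GTP substrate. Compound dosing: 16.5 µM single point, 1.26% DMSO. Timing: enzyme reaction 120 min at 25 °C after 20 min preincubation. Signal: GDP detection by fluorescence polarization. Read-out basis: percent inhibition of GAP-stimulated GDP formation, scaled between DMSO and no-Arfgap1 medians.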
NPR2 activator: GC-B (human) receptor activation; P20594; HEK293-GC-B cells, CNP EC30, cGMP TR-FRET; 0% at EC30 CNP, 100% saturating CNP; activation, % at 10 µM; hit rate 0.11% among 370,000;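 active means activation at 10 µM reaching about 35% in either raw or pattern-adjusted values, limit read from the data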
HTRA1 inh: HTRA1 (human) protease inhibition; inhibition, % at 5.96 µM; Q92743; hit rate 0.5% among 340,000; recombinant HTRA1, FP-rhodamine activity-based probe, fluorescence polarization; in the data active means inhibition above about 36%;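 further: 0% = enzyme with DMSO and 100% = wells lacking enzyme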
Active calls of the source: *; / = no result given.

| SMILES | SMARCA2 act | GC-A act | HTRA1 inh | ABHD4 inh | rCAG RNA binder | ARFGAP1 inh | NPR2 activator | ASAP1 GAP inh | PG9 Ab binder | Rev-erbA mod |
| --- | --- | --- | --- | --- | --- | --- | --- | --- | --- | --- |
| CC(=O)NC(=S)Nc1cc(C(=O)O)ccc1Cl | 0 | -1 | 3 | 1 | 1 | 4 | 2 | 2 | 0.2 | 2 |
| COc1cc(Nc2cc(C)nc3ncnn23)cc(OC)c1OC | -2 | 8 | 1 | 0 | 0 | 6 | 10 | 1 | 1.0 | -4 |
| Cc1nn(Cc2ccc(Cl)cc2)c2sc(C(=O)OCC(N)=O)cc12 | 2 | -10 | -8 | -2 | 1 | 2 | -21 | 1 | -0.2 | 3 |
| COc1ccc(NS(=O)(=O)c2cc(NC(=O)c3ccccn3)ccc2OC)cc1Br | -2 | -6 | -39 | -40 | 16 | 14 | -5 | -3 | 0.1 | 2 |
| COC(=O)[C@@H]1[C@@H](C#N)C2(c3ccccc3-c3ccccc32)N(c2ccc(Cl)cc2)N1C#N | 0 | -47 | -46 | 13 | 7 | -1 | -25 | 7 | -0.9 | -4 |
| CCn1c2ccccc2c2cc(NC(=O)C(C)C)ccc21 | -1 | -7 | -5 | 6 | -1 | 16 | -6 | -20 | -0.5 | -5 |
| CCn1c(C)nc2cc(C(=O)NNC(=S)Nc3ccccc3OC)ccc21 | 0 | 0 | / | 1 | 8 | 2 | -2 | -9 | -1.6 | -9 |
| CC(OC(=O)CCNS(=O)(=O)c1ccccc1)C(=O)Nc1ccc(S(=O)(=O)N2CCCCC2)cc1 (configuration not stated) | 2 | -3 | -5 | -12 | 1 | 10 | 1 | 3 | 0.1 | -1 |
| COc1ccc(CN(C)C(=O)c2ccc(NC(=O)CC3SC(N4CCCC4)=NC3=O)cc2)c(OC)c1OC (configuration not stated) | -1 | -3 | 1 | -4 | -5 | -4 | 4 | -1 | 1.5 | 7 |
| CCCn1cnc2c(SCc3ccc(Cl)cc3)nc(N)nc21 | 1 | 13 | -9 | -4 | 1 | 2 | 19 | -19 | 1.7 | -3 |
| CN(C(=O)c1ccc(NC(=O)Cc2ccc(NC(=O)C3CCCN(C(=O)C4CCCCC4)C3)cc2)cc1)C1CC1 (configuration not stated) | -2 | -2 | -4 | -1 | 0 | 3 | 2 | 5 | -1.2 | -1 |
| CCc1nn(CC(=O)N2CCN(c3ccc(OC)cc3)CC2)c(=O)c2cc3occc3n12 | 8.4* | -2 | 1 | -3 | -2 | -17 | 1 | 9 | -3.9 | -1 |
| C=C(C)Cn1c(SCCN2CCOCC2)nc2c1c(=O)[nH]c(=O)n2C | -2 | 0 | 4 | 1 | -3 | -2 | -4 | 6 | -1.9 | -6 |
| COc1ccc(-c2csc(N3CCOCC3)n2)cc1OC | 6 | -1 | -3 | -4 | -9 | -1 | -1 | 13 | -3.8 | 6 |
| O=C(NCCC(=O)N1CCN(c2ccccc2O)CC1)c1ccc(Cl)cc1 | 3 | -3 | 2 | 4 | -6 | 7 | 2 | -18 | -2.0 | -1 |
| C=CCOc1c(Br)cc(CNc2ccc3[nH]c(=O)[nH]c3c2)cc1OCC | -4 | -12 | 1 | 12 | -1 | 5 | -10 | -17 | -1.9 | 1 |
| CNC(=O)CSc1nnc(C2CC2)n1-c1ccccc1 | -3 | 0 | -2 | 1 | -1 | -6 | 5 | -10 | -1.3 | -3 |
| COc1ccc(OCc2cc(C(=O)N3CCCC(OC)C3)no2)c2ccccc12 (configuration not stated) | 2 | 3 | -13 | 3 | -4 | 14 | -3 | 5 | -1.0 | -4 |
| COc1ccc(Cn2c(-c3ccco3)nc3oc4ccccc4c(=O)c3c2=O)cc1 | 0 | 4 | 4 | 0 | 1 | -1 | 1 | -1 | -0.9 | -3 |
| CC(=O)Nc1nc(CCC(C)C)cc2c1c(=O)oc1ccccc12 | -3 | 5 | -9 | -13 | 3 | 5 | 2 | 14 | 1.8 | 1 |
| CC(=O)Nc1ccc(NC(=O)C(F)(F)F)cc1 | -1 | 2 | 10 | 0 | -1 | -1 | 6 | -3 | 0.2 | -1 |
| COCC(=O)Nc1ccc2c(c1)OCO2 | -1 | -2 | -2 | 3 | -1 | 6 | 3 | -4 | 2.0 | 6 |
| O=C(COC(=O)c1cccnc1Nc1cccc(C(F)(F)F)c1)NCCN1C(=O)CSC1=O | -4 | 0 | -9 | -11 | 1 | -5 | -1 | -4 | 0.7 | 4 |
| Cc1cccc(NC(=O)C2CCCN(S(=O)(=O)c3cccs3)C2)c1C (configuration not stated) | -1 | 0 | -1 | 3 | 1 | 2 | -2 | 2 | -1.2 | 1 |
| CCOC(=O)c1[nH]c(C)c(C(=O)OCC(=O)NCc2ccc(OC)cc2)c1C | -2 | 10 | -2 | 0 | 5 | 17 | 7 | -5 | 0.2 | 0 |
| Cc1cc(C)c2c(C(C)(C)C)nn(-c3ccccc3)c2n1 | -1 | -11 | 24 | -4 | 2 | 5 | 5 | -5 | -2.4 | 4 |
| COc1cc2c(cc1OC)C(c1c(-c3c(Cl)cccc3Cl)noc1C)=NCC2 | -4 | -2 | 0 | 1 | -1 | -17 | 3 | -3 | -1.1 | -6 |
| CCc1ccc(Nc2nnc(SCn3nnc4ccccc4c3=O)s2)cc1 | 2 | -4 | -12 | -11 | 2 | 11 | 1 | 4 | -0.7 | 3 |
| COc1cccc(-c2cc3nc(Nc4ccc(OC)c(OC)c4)n(C)c(=O)c3s2)c1 | 1 | 7 | / | -4 | 7 | 21 | 4 | 15 | -1.3 | 0 |
| CCCCC1(C)OC(=O)C(=Cc2ccc(N(C)C)cc2)C(=O)O1 (configuration not stated) | -1 | 13 | -6 | -13 | 0 | -6 | 8 | -3 | -1.2 | -2 |
| O=C(CSCc1ccc(Br)cc1)NCCc1ccccc1 | 5 | -8 | 0 | -1 | -3 | -7 | -8 | -2 | -1.2 | 3 |
| Cc1c(C(=O)OCC(C)C)[nH]c2c1C(=O)CC(c1cccs1)C2 (configuration not stated) | 0 | -2 | -5 | 5 | 0 | -12 | -15 | -9 | 3.5 | -1 |
| Nc1nnn(-c2ccccc2)c1-c1ccccc1 | 0 | -1 | -7 | 1 | 0 | 4 | -1 | 12 | -1.7 | -3 |
| COc1cc(/C=N/Nc2nc3ccccc3s2)ccc1O | 3 | -25 | 18 | 21 | 19 | 15 | -17 | -4 | -3.7 | 8 |
| Cc1ccc(N(CC(=O)NC(C)(C)C)C(=O)CNC(=O)c2cccs2)cc1C | -2 | 0 | -9 | -8 | -9 | -3 | 2 | -9 | 1.8 | -2 |
| COc1ccccc1-c1oc2ccccc2c1C#CCO | 1 | 2 | 1 | 6 | 1 | 6 | 1 | 11 | -1.4 | -3 |
| Cc1cccc(NS(=O)(=O)c2c(C)nc3scc(C)n3c2=O)c1 | -1 | -1 | -1 | 1 | 0 | 12 | -4 | -4 | -0.6 | -2 |
| FC(F)(F)c1ccccc1C1=CC(c2ccccc2)n2ncnc2N1 (configuration not stated) | 1 | 7 | -4 | 0 | -6 | 6 | 1 | -12 | 1.3 | 0 |
| CCN(CC)S(=O)(=O)c1ccc(C)c(NC(=S)NNC(=O)C2CC2)c1 | -2 | 1 | 3 | 2 | 0 | 0 | 5 | -5 | -2.0 | -5 |
| COCCN=C1NN=C(c2cc(C)n(CC3CCCO3)c2C)CS1 (configuration not stated) | 0 | -1 | 4 | 1 | 15 | 6 | 2 | 17 | 0.5 | -2 |
| CSc1ccccc1NC(=O)CN(C)C(=O)Cc1c(F)cccc1Cl | -1 | 3 | -3 | 1 | -1 | -7 | -2 | -10 | -1.9 | -3 |
| COc1ccc(NC(=O)CCC(=O)c2ccc(C(C)C)cc2)cc1 | -1 | 1 | -13 | -2 | 0 | 0 | 3 | -1 | -0.8 | 4 |
| O=C(NC1CCc2ccccc21)c1cc(COc2c(F)cccc2F)on1 (configuration not stated) | 4 | 3 | -3 | -3 | -2 | 7 | -1 | 5 | 0.3 | -8 |
| COC(=O)c1ccccc1OCC(=O)N1CCN(c2ccc(OC)cc2)CC1 | 6 | -3 | -4 | 3 | -4 | 7 | 1 | -3 | -0.5 | -2 |
| Cc1ccc(C)c(C(=O)C(C)OC(=O)CN2C(=O)NC3(CC(C)CC(C)(C)C3)C2=O)c1 (configuration not stated) | -1 | -1 | -8 | -2 | -4 | 12 | 0 | -11 | -2.1 | 0 |
| COCCN1C(=O)CSCC1(C)C(=O)NCc1ccccc1 (configuration not stated) | -3 | 2 | / | 1 | 1 | 3 | 1 | 6 | -1.2 | -7 |
| COc1cccc(C(=O)OCC(=O)Nc2ccc(N3CCOCC3)cc2)c1 | -4 | 1 | -5 | 4 | 0 | -1 | 1 | -4 | -2.9 | -1 |

For reference, four of the compounds above.
| SMILES | SMARCA2 act | GC-A act | HTRA1 inh | ABHD4 inh | rCAG RNA binder | ARFGAP1 inh | NPR2 activator | ASAP1 GAP inh | PG9 Ab binder | Rev-erbA mod |
| --- | --- | --- | --- | --- | --- | --- | --- | --- | --- | --- |
| O=C(CSCc1ccc(Br)cc1)NCCc1ccccc1 | 5 | -8 | 0 | -1 | -3 | -7 | -8 | -2 | -1.2 | 3 |
| Cc1c(C(=O)OCC(C)C)[nH]c2c1C(=O)CC(c1cccs1)C2 (configuration not stated) | 0 | -2 | -5 | 5 | 0 | -12 | -15 | -9 | 3.5 | -1 |
| Nc1nnn(-c2ccccc2)c1-c1ccccc1 | 0 | -1 | -7 | 1 | 0 | 4 | -1 | 12 | -1.7 | -3 |
| COc1cc(/C=N/Nc2nc3ccccc3s2)ccc1O | 3 | -25 | 18 | 21 | 19 | 15 | -17 | -4 | -3.7 | 8 |

Single records, as listed above. Screens in order: SMARCA2 act	GC-A act	HTRA1 inh	ABHD4 inh	rCAG RNA binder	ARFGAP1 inh	NPR2 activator	ASAP1 GAP inh	PG9 Ab binder	Rev-erbA mod
`COCCN=C1NN=C(c2cc(C)n(CC3CCCO3)c2C)CS1` (configuration not stated) is listed with 0	-1	4	1	15	6	2	17	0.5	-2
`Cc1c(C(=O)OCC(C)C)[nH]c2c1C(=O)CC(c1cccs1)C2` (configuration not stated) is listed with 0	-2	-5	5	0	-12	-15	-9	3.5	-1

A different layout for some results above.
Under each structure – SMARCA2 act | GC-A act | HTRA1 inh | ABHD4 inh | rCAG RNA binder | ARFGAP1 inh | NPR2 activator | ASAP1 GAP inh | PG9 Ab binder | Rev-erbA mod
COc1ccc(NC(=O)CCC(=O)c2ccc(C(C)C)cc2)cc1
 : -1 | 1 | -13 | -2 | 0 | 0 | 3 | -1 | -0.8 | 4
O=C(NC1CCc2ccccc21)c1cc(COc2c(F)cccc2F)on1 (configuration not stated)
 : 4 | 3 | -3 | -3 | -2 | 7 | -1 | 5 | 0.3 | -8
COC(=O)c1ccccc1OCC(=O)N1CCN(c2ccc(OC)cc2)CC1
 : 6 | -3 | -4 | 3 | -4 | 7 | 1 | -3 | -0.5 | -2
